Giardia kill = Giardia lamblia killing; activity change, % at 7.66 µM, hits read low; AID 540267; 340,000 compounds, 0.15% hits; Giardia lamblia trophozoite viability; in the data active = activity change below about -80%; inconclusive = between about -30% and that limit;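 note: parasites exposed to compound for two days anaerobically before the ATP read; % is set by controls: 0 for no effect and ±100 for the full control effect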
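Killing of trophozoites was scored by loss of ATP luminescence after a 48 hrs anaerobic exposure to compounds at 37 deg C, using 100 cells per well.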
PKM2 act = PKM2 (human) enzyme activation; P14618; purified PKM2, Kinase-Glo ATP luminescence, activation; response scale: 0% is enzyme alone, no compound; Potency, µM (titrated, usually from 57.5 µM), for the others: at the top dose activation, hits mostly activators; 260,000 compounds, 0.34% hits; note: potency is the fitted concentration of half-maximal effect; % is set by controls: 0 for no effect and ±100 for the full control effect; nearly all actives have a fitted effect of over 55% in size
Target sequence (P14618 whole entry, looked up): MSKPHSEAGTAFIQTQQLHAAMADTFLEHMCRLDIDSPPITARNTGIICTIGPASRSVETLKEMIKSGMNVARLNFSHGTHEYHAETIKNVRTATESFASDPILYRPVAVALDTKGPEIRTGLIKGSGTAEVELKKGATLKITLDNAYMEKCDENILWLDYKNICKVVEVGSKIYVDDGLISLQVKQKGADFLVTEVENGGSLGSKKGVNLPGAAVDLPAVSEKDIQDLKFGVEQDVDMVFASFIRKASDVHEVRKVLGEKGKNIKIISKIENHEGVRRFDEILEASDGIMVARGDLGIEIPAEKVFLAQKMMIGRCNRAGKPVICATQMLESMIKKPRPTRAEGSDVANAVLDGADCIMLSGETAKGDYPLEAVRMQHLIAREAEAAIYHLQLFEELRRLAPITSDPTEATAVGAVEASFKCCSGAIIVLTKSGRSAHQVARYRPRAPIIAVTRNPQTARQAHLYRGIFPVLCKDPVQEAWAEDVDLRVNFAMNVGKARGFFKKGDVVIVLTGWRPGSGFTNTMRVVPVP
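Purified hPK-M2 (>95% pure) converted ADP (0.1 mM final) to ATP with 0.5 mM PEP in 50 mM imidazole pH7.2, KCl, MgCl2, Tween 20, BSA; 1 h at room temperature. ATP detected by Kinase-Glo luminescence.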
Menin MLL FP TR = menin-MLL binding inhibition, Texas Red mutant peptide. O00255. Menin + Texas Red MLL mutant peptide, fluorescence polarization. Potency, µM (highest dose often 61.6 µM), for inactives: at the top dose FP activity change, negative = inhibition, actives largely listed as inhibitors. 270,000 compounds, 0.23% hits. AID 1768; active = well fitted inhibition curve with a large enough effect in the polarisation, with a control signal flat, not every such curve was filed as active; inconclusive = small, poorly fitted or top-dose-only effect, or effect the other way, or a change in a side signal; inactive = no such curve, though single readings can be large or run the other way; the % refers to the polarisation; note: potency is the fitted concentration of half-maximal effect; % of control where 0% means no effect; many of its hits are not listed in these tables
FBPA coupling cs = counter-screen for Giardia aldolase inhibitors: coupling enzyme system; activity change, negative = inhibition, % at 58.2 µM, hits read low; AID 2472; coupling enzyme system counterscreen, AmpLite Red fluorescence; 290,000 compounds, 0.67% hits; in the data active = activity change below about -30%; note: % is set by controls: 0 for no effect and ±100 for the full control effect
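Counterscreen lacking aldolase: glyceraldehyde-3-phosphate coupling-enzyme reagent preincubated 10 min at RT with compound (at 57.5 uM final), then substrate/coupling system with AmpLite Red added; fluorescence read at 525/598 nm after 20 min RT.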
GALK inhibitor = galactokinase (human) inhibition; 270,000 compounds, 0.007% hits; AID 1868; Potency, µM (highest dose often 57.5 µM), for inactives: top-dose activity change, negative = inhibition, most hits filed as inhibitors; P51570; Purified GALK, Kinase-Glo residual ATP luminescence; note: potency is the fitted concentration of half-maximal effect; % is set by controls: 0 for no effect and ±100 for the full control effect
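Luminescence from leftover ATP (Ultra-Glo luciferase/luciferin) served as read-out after a 1 h room-temperature reaction of 5 nM GALK with 35 uM ATP and 100 uM galactose.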
S-ASM inh = blocks human secretory acid sphingomyelinase | AID 504937 | P17405 | Potency, µM (top dose mostly 57.5 µM), inactives show at the highest dose activity change, negative = inhibition, hits mostly inhibitors | placental ASM, HMU-PC fluorogenic substrate, 60 min | 340,000 compounds, 0.006% hits; note: potency is the fitted concentration of half-maximal effect
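Human placenta-derived ASM enzyme was preincubated with compound for 10 minutes at room temperature, then given fluorogenic substrate HMU-PC0 (9 uM final) for 60 minutes at 37 °C; a pH 10 stop preceded fluorescence reading at Ex 386/Em 447 nm.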
PTAP TSG101 blk = blocks PTAP/TSG101 interaction to inhibit HIV-1 budding; Q99816; Fluorescence polarization, FITC-PTAP peptide / Tsg101 binding; Potency, µM (top dose mostly 115 µM), for inactives: at the highest dose activity change, negative = inhibition, actives largely listed as inhibitors; 340,000 tested, under 10 active; AID 493005; active = well fitted inhibition curve with a large enough effect in the main read-out, with a control signal flat, not every such curve was filed as active; inconclusive = small, poorly fitted or top-dose-only effect, or effect the other way, or a change in a side signal; inactive = no such curve, though single readings can be large or run the other way; note: potency is the fitted concentration of half-maximal effect; % of control where 0% means no effect
Target sequence (Q99816 whole entry, looked up): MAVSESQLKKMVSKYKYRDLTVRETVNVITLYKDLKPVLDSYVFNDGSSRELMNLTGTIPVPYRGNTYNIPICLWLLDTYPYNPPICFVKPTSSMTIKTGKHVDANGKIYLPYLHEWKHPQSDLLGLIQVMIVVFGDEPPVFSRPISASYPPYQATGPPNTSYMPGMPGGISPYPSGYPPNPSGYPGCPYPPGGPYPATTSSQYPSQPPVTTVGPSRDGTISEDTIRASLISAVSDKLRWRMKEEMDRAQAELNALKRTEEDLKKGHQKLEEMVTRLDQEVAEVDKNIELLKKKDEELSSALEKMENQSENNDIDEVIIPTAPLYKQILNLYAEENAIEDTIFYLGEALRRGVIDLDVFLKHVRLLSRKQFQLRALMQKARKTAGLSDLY
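Tsg101 binding domain (10 uM final) was mixed with compound and a FITC-labeled PTAP peptide (50 nM final) in HEPES pH 7.5 buffer with NaCl, Tween 20, EDTA and TCEP; fluorescence polarization was read after 20 min at r.t.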
Tb PFK inh = inhibitors of T. brucei phosphofructokinase; Potency, µM (titrated, usually from 57.5 µM), without a hit: top-dose activity, negative = inhibition, hits mostly inhibitors; 330,000 compounds, 0.17% hits; T. brucei PFK, ADP-Glo luminescence; O15648;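 note: potency is the fitted concentration of half-maximal effect; 0% = uninhibited 1x PFK enzyme wells and -100% = no-enzyme wells; nearly all actives have a fitted effect of over 60% in size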
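In TEA buffer at pH 8.0 with 5 mM MgCl2, enzyme (1.25 nM) converted F6P (0.5 mM) and ATP (0.1 mM) for 45 min at room temperature. ADP product was read by luciferase luminescence.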
B2AR arrestin = beta2AR (human) beta-arrestin recruitment activity | beta-arrestin recruitment to beta2AR, cell-based reporter | AID 492947 | Potency, µM (top dose mostly 46.1 µM), for the others: top-dose activation, actives largely listed as activators | 330,000 compounds, 0.02% hits | P07550;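 note: potency is the fitted concentration of half-maximal effect; 0% = DMSO controls and full agonism = EC100 isoproterenol or metaproterenol; nearly all actives have a fitted effect of over 65% in size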
Chronic BCR inh = chronic active BCR signaling inhibition | ABC-DLBCL IkBa-CBG/CBR reporter, luminescence ratio, 4 h | Potency, µM (doses to about 46.1 µM), for the others: at the highest dose ratio change, negative = lower green/red ratio, most hits filed as inhibitors | AID 493014 | 340,000 compounds, 0.05% hits; active = well fitted inhibition curve with a large enough effect in the signal ratio, with a control signal flat, not every such curve was filed as active; inconclusive = small, poorly fitted or top-dose-only effect, or effect the other way, or a change in a side signal; the % refers to the signal ratio;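 note: potency is the fitted concentration of half-maximal effect; plate controls were basal doxycycline-induced cells for no effect and cells given 10 µM MG132 for full effect; MG132 reads +100%, hits lower the ratio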
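Compounds up to 46 uM were incubated four hours with TMD8 cells whose green CBG68 luciferase is fused to IkappaBalpha; red CBR luminescence normalised the signal, and concentration-effect curves were fitted to fusion, red and ratio data.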
a7 integrin act = activates integrin-mediated alleviation for muscular dystrophy. alpha7betagal myoblasts, beta-gal FDG fluorescence, 48 h. Potency, µM (titrated, usually from 38.3 µM), without a hit: at the highest dose activation, actives largely listed as activators. 350,000 compounds, 0.064% hits. AID 624291;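 note: potency is the fitted concentration of half-maximal effect; 100% = response of the positive control SU9516; nearly all actives have a fitted effect of over 60% in size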
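Alpha7betagal+/- myoblasts (passage 13) were plated 16-24 hr, then exposed to compounds (1:260 dilution of DMSO stock) for 48 hours at 37C. After MPER lysis, β-galactosidase reporter activity was read as FDG fluorescence (ex 480/em 540) after 30 minutes.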
* = called active by the depositor; u = inconclusive; x = not tested or not shown; [ ] = remark or other dose. Unless noted, calls come from the whole dose curve; as a rule, active = well fitted curve in the direction sought with a large enough effect; inconclusive = small, poorly fitted or top-dose-only effect, or another doubt; inactive = no such curve, though single readings can be large; an effect the other way counts as inactive or inconclusive. These rows are one share of the data; rates above refer to the full screens.

no. | mol | Chronic BCR inh | B2AR arrestin | Giardia kill | FBPA coupling cs | GALK inhibitor | PTAP TSG101 blk | Menin MLL FP TR | a7 integrin act | S-ASM inh | PKM2 act | Tb PFK inh
1 | CC(C)Cn1c(N)c(C(=O)COC(=O)c2ccc(O)cc2O)c(=O)n(C)c1=O | 6% | 0.1% | 4 | x | x | 0% | x | -1% | x | x | 0%
2 | CC(C)C(=O)Nc1ccc(S(=O)(=O)Nc2ccccn2)cc1 | 5% | -0.8% | 18 | 1 | -1% | -4% | u | 29% | 5% | 2% | 0%
3 | NC1(C#Cc2ccc3oc(=O)c(-n4cc(C5(O)CCCCC5)nn4)cc3c2)CCCCC1 | 2% | 0.0% | 10 | x | x | -4% | x | -8% | 0% | x | 1%
4 | O=C1Nc2ccc(S(=O)(=O)NCC3CCCO3)c3cccc1c23 (stereo not given) | 4% | 0.2% | 13 | -6 | 1% | -2% | 19% | 28% | 235%[activator] | u | -1%
5 | Fc1ccc(C(c2nnnn2Cc2cccs2)N2CCN(C3CCCCC3)CC2)cc1 (stereo not given) | 2% | 0.3% | 5 | 1 | -4% | -5% | u | -43% | 1% | u | -3%
6 | COc1ccc(-c2nc(N)n[nH]2)cc1 | u | 0.4% | -5 | -1 | 0% | -3% | 0% | 9% | 2% | 5% | 4%
7 | COc1cc(OC)c(OC)cc1/C=N/NC(=O)C[n+]1ccccc1 | -5% | -0.2% | -6 | 1 | 1% | 0% | -5% | 7% | 7% | -2% | 0%
8 | Cc1ccc(COc2ccsc2C(=O)NN)cc1 | u | -0.2% | -18 | 1 | 1% | -14% | -5% | 12% | 0% | -4% | 4%
9 | Cc1nc2ccc(NC(=O)C3CCCCC3)cc2s1 | u | -0.2% | -19 | x | x | 0% | x | -24% | -7% | x | 0%
10 | COc1ccc(-c2csc(NC(=O)c3c(OC)cccc3OC)n2)cc1 | -2% | -0.6% | -15 | 0 | 6% | -2% | -16% | 2% | 4% | -1%[11.5 µM] | 0%
11 | Cc1ccc(-c2nn(-c3ccccc3)cc2C=O)o1 | u | 0.2% | -5 | -18 | 0% | 0% | u | -29% | 10% | u | 4%
12 | COc1ccccc1N1CCN(CC(=O)c2c(C)n(C)c3ccccc23)CC1 | u | -0.8% | 1 | 1 | -1% | -1% | -1% | 5% | 0% | 2% | 1%
13 | O=C(NNC(=O)c1cc(-c2ccncc2)nc2ccccc12)c1ccccc1O | u | -3.0% | u | x | x | -5% | x | -46%[inhibitor] | -4% | x | 0%
14 | CCCCCCCC(=O)NNC(=O)Cc1ccccc1 | 5% | -0.4% | 6 | 8 | 4% | -2% | u | 18%[7.66 µM] | 1% | -11% | 2%
15 | CC(=O)C1C(c2ccccc2OC(F)F)NC(=O)NC1(O)C(F)(F)F (stereo not given) | -12% | 0.2% | -5 | 1 | -1% | -2% | 6% | 6% | 0% | -1% | 4%
16 | COC(=O)Cc1cc(=O)n(-c2nc3ccccc3[nH]2)[nH]1 | -7% | 0.6% | -7 | 0 | 1% | 1% | 21% | 7% | 7% | 0% | 10%
17 | COc1ccc(COC(=O)CCN=C2NS(=O)(=O)c3ccccc32)cc1F | 0% | 0.2% | 2 | x | x | 2% | x | 4% | 0% | x | -1%
18 | COC(=O)COc1ccc(-c2nn(C)c(=O)c3ccccc23)cc1 | u | -0.2% | -6 | 2 | -3% | -6% | 2% | 14% | -1% | 1% | -3%
19 | Cc1cc(Cl)ccc1NNC(=O)c1c(C)noc1C | -1% | -0.6% | 7 | 0 | x | -3% | x | -13% | -4% | -4% | 2%
20 | CCCCOc1ccccc1/C=N/NC(=O)CC#N | 3% | -1.1% | -11 | -3 | 1% | -1% | -12% | 10% | 0% | x | -1%
21 | CCN(C(=O)C(C)Sc1nnc(-c2ccncc2)n1C)C1CCCCC1 (stereo not given) | 1% | -3.8% | -7 | x | x | -2% | x | 4% | 4% | x | -2%
22 | O=C(Nc1nnc(-c2ccncc2)o1)C1CCCCC1 | 0% | -0.8% | -8 | -1 | 2% | -6% | -4% | 9% | 5% | 2% | 6%
23 | CC(C)(C)C1CCC(OCC(O)CN2CCN(Cc3ccccc3)CC2)CC1 (stereo not given) | -11% | -0.9% | u | 7 | -3% | -5% | -6% | -58%[inhibitor] | -2% | 1% | -2%
24 | CCCCn1c2c(c(=N)c3ccccc31)CCC2 | -2% | -0.8% | 1 | 4 | -1% | -1% | x | -15% | 2% | -37% | 2%

Arranged by length of the SMILES (highest first): 3 of the compounds above.
no. | mol | Chronic BCR inh | B2AR arrestin | Giardia kill | FBPA coupling cs | GALK inhibitor | PTAP TSG101 blk | Menin MLL FP TR | a7 integrin act | S-ASM inh | PKM2 act | Tb PFK inh
17 | COc1ccc(COC(=O)CCN=C2NS(=O)(=O)c3ccccc32)cc1F | 0% | 0.2% | 2 | x | x | 2% | x | 4% | 0% | x | -1%
23 | CC(C)(C)C1CCC(OCC(O)CN2CCN(Cc3ccccc3)CC2)CC1 (stereo not given) | -11% | -0.9% | u | 7 | -3% | -5% | -6% | -58%[inhibitor] | -2% | 1% | -2%
14 | CCCCCCCC(=O)NNC(=O)Cc1ccccc1 | 5% | -0.4% | 6 | 8 | 4% | -2% | u | 18%[7.66 µM] | 1% | -11% | 2%

(more compounds)
no. | mol | Chronic BCR inh | B2AR arrestin | Giardia kill | FBPA coupling cs | GALK inhibitor | PTAP TSG101 blk | Menin MLL FP TR | a7 integrin act | S-ASM inh | PKM2 act | Tb PFK inh
25 | CO/N=C(/CS(=O)c1ccc(Br)cc1)c1ccc(OC)cc1 (stereo not given) | u | -0.1% | 8 | -2 | 0% | -2% | -7% | 10% | 0% | 4% | u
26 | Cc1cc(C)cc(NC(=O)CCC(=O)N2CCSc3ccccc32)c1 | u | -0.1% | 3 | -4 | x | 0% | 18% | -20% | -1% | 1% | 2%
27 | Cc1ccc2nc(-c3ccc(N4C(=O)CC(N5CCN(CCO)CC5)C4=O)cc3)sc2c1 (stereo not given) | u | -0.2% | 4 | -1 | 3% | 0% | 13% | 1% | -3% | 2% | -8%
28 | O=C(CNC(=O)c1ccco1)NNC(=O)c1n[nH]c(=O)c2ccccc12 | 2% | -0.1% | -20 | x | x | -1% | x | -4% | 2% | x | 17%
29 | O=C(CCS(=O)(=O)c1ccccc1)N1CCN(c2ccccc2F)CC1 | -19% | 0.3% | 27 | x | -4% | -6% | x | -1% | 0% | -8% | 2%
30 | CCN(CC(=O)NCc1cccs1)C(=O)Cc1ccc(C)c(C)c1 | 1% | 0.0% | -12 | x | x | 0% | x | 13% | 6% | x | 0%
31 | Cc1oc(-c2ccc(Cl)cc2)nc1CN1CCC(C(=O)NCCCN2CCOCC2)CC1 | u | -0.1% | -22 | -3 | 3% | -7% | -15% | -66%[inhibitor] | 2% | -16% | 0%
32 | Cc1ccc(S(=O)(=O)N2CCC(=O)N(C(COCc3ccccc3)C(C)C)CC2)cc1 (stereo not given) | -1% | -0.1% | u | 0 | x | -3% | -14% | -21% | 0% | 0% | 0%
33 | CCN(CC)CCn1c2c(c(SCC(=O)Nc3ccc(C(C)C)cc3)nc1=O)CCC2 | -4% | 0.2% | 11 | x | x | -6% | x | -48%[inhibitor] | -4% | x | -5%
34 | Cc1ccc(C)c(NC(=O)CCC(=O)N/N=C/c2cc([N+](=O)[O-])ccc2O)c1 | u | -0.4% | -11 | 2 | -2% | -3% | u | -15% | -1% | 0% | 0%
35 | N#C/C(=C(/O)CCl)c1nnc2n1CCCCC2 | 1% | -0.2% | 35[activator] | 4 | 1% | 3% | 2% | -19% | 2% | -4% | -1%
36 | Cc1cccc(C)c1N1CCN(C(=O)N2CCOCC2)CC1 | u | -0.4% | 14 | 0 | -1% | 2% | -16% | -16% | 0% | 0% | -3%
37 | O=C(/C=N/O)NCCCn1ccnc1 | 0% | -0.8% | 10 | 3 | 3% | -3% | 5% | 6% | -1% | 0% | 4%
38 | CCOc1cc(Br)ccc1S(=O)(=O)N1CCC(C(N)=O)CC1 | -1% | -1.1% | 2 | 2 | 1% | 0% | 4% | 13% | 3% | -4% | -1%
39 | O=C(NCCCN1CCOCC1)c1cc(S(=O)(=O)N2CCOCC2)c(Cl)cc1Cl | 6% | 0.1% | -15 | x | x | -4% | x | u | 5% | x | -2%
40 | COc1cc([N+](=O)[O-])ccc1NC(=O)COC(=O)C=C(C)C | 0% | 0.0% | 16 | 1 | 0% | 0% | 7% | 4% | -2% | 7% | 3%
